Assay outcomes: PubChem, Sanford-Burnham Center for Chemical Genomics
HKDC1 inh = HKDC1 hexokinase inhibitors, primary screen, biochemical, fluorescence, uHTS | Q2TB90 | recombinant HKDC1, G6PDH/diaphorase resazurin coupled fluorescence | inhibition, % at 20 µM | 340,000 compounds, 0.16% hits | AID 493160, 2011;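 active = inhibition above about 35% when tested at 20 µM, limit read from the data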;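 also: plate controls were DMSO wells with enzyme for no effect and DMSO wells lacking enzyme for full effect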
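Test system: HK5 enzyme. Quantity: 5 µg/mL HK5 final. Reagent: glucose and ATP substrates. Schedule: 90 min reaction incubation at room temperature, dark. Technique: resazurin-to-resorufin fluorescence via G6PDH and diaphorase coupling, 525/613 nm. Control set: DMSO wells with and without enzyme mix.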
Gli-Sufu antag = Gli-Sufu pathway antagonists, primary screen, luciferase luminescence, Sufu-KO-LIGHT cells, uHTS | 340,000 compounds, 0.74% hits | inhibition, % at 5 µM | Sufu-KO-LIGHT fibroblasts, Gli luciferase reporter luminescence;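 active = inhibition above about 55%, limit read from the data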;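 also: 0% = DMSO-treated cells and 100% = wells with medium but no cells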
Jurkat NFkB inh = inhibitors of induced NF-kB luciferase reporter, primary screen, TCR NF-kB activation inhibitor project, cell-based, luminescence, uHTS | 330,000 compounds, 0.53% hits | AID 435003, 2010 | Jurkat, PMA/ionomycin-induced NF-kB luciferase reporter | inhibition, % at 4 µM
Apaf-1 inh = inhibitors of human Apaf-1 apoptosome, primary screen, biochemical, DEVD-Rh110 fluorescence, uHTS; Apoptotic protease-activating factor 1 (Homo sapiens), O14727; reconstituted apoptosome caspase-3 activity; inhibition, % at 20 µM; 330,000 compounds, 0.71% hits; active = inhibition of at least 40% at 20 µM;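 also: plate controls were DMSO wells for no effect and DEVD-CHO caspase inhibitor wells for full effect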
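System – cell-free apoptosome with Apaf-1, procaspase-3 and caspase-9 · Buffer or medium – pH 7.5 Hepes buffer with CHAPS, BSA, DTT · Also added – cytochrome c with DEVD-Rh110 · Times – 30 min compound preincubation, 50 min activation, room temperature · Technique – Rh110 fluorescence intensity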
SENP8 block = SENP8 protease inhibitors, primary screen, biochemical, luminescence | Sentrin-specific protease 8 (Homo sapiens), Q96LD8 | purified SENP8, Z-RLRGG-aminoluciferin cleavage | inhibition, % at 10 µM | 330,000 compounds, 1.2% hits | AID 2540, 2010
Target sequence (Q96LD8 whole entry, looked up): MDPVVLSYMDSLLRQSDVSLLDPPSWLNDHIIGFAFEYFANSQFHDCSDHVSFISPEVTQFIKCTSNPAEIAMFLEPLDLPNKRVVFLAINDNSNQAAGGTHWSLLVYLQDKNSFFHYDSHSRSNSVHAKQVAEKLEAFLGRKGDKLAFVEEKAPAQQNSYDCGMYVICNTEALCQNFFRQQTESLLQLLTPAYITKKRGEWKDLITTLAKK
UBC13 polyUb = UBC13 polyubiquitin chain formation inhibitors, primary screen, biochemical, TR-FRET, uHTS | inhibition, % at 20 µM | 330,000 compounds, 0.47% hits; in the data active = inhibition above about 45%, passing the limit was not always enough
Target sequence (P61088 whole entry, looked up): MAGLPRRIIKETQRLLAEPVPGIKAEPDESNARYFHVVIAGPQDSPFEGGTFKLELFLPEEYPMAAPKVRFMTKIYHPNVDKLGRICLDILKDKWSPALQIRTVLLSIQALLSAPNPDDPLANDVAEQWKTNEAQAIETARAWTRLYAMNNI
697 NFkB inh = inhibitors of PMA/ionomycin-induced NF-kB reporter, 697 cells, primary screen, B-cell NF-kB inhibitor project, cell-based, luminescence, uHTS. 330,000 compounds, 0.33% hits. AID 435022, 2010. 697 B-cell NF-kB luciferase reporter, 16 h. inhibition, % at 4 µM; in the data active = inhibition above about 35%
SENP7 inh = SENP7 protease inhibitors, primary screen, biochemical, luminescence, uHTS; 330,000 compounds, 1.5% hits; inhibition, % at 5 µM; recombinant SENP7, Z-RLRGG-aminoluciferin luminescence, 40 min; AID 434973, 2010;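 active = inhibition above about 50% at the single test dose, limit read from the data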;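 also: plate controls were DMSO with enzyme for no effect and no enzyme buffer wells for full effect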
Target sequence (Q9BQF6 706-1050 limits assumed): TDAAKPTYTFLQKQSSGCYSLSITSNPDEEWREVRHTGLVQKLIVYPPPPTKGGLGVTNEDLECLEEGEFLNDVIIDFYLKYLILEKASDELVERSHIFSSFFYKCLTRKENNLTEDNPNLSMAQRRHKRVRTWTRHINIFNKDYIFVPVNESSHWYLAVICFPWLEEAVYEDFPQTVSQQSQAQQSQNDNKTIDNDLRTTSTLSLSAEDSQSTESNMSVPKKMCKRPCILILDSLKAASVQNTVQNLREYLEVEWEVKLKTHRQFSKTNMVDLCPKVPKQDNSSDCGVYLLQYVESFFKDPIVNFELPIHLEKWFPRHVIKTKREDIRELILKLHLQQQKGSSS
* = called active by the depositor; x = not tested or not shown. Rule as the data show it, unless noted: active = inhibition above about 50%; inactive = the rest.

SMILES	HKDC1 inh	Gli-Sufu antag	Jurkat NFkB inh	Apaf-1 inh	SENP8 block	UBC13 polyUb	697 NFkB inh	SENP7 inh
CCn1c(=O)c2cc(C(=O)N3CCCC3)sc2c2ccccc21	x	x	-8	6	-5	20	53*	3
Cc1ccccc1NC(=O)C(=O)NCc1ccccn1	11	-1	-10	-12	4	0	2	8
CCOC(=O)CCCCC(=O)c1[nH]c(=O)[nH]c1CN1CCOCC1	-11	8	0	-18	-8	-5	1	1
CC(C)NC(=O)C(=O)NC1CCCCCC1	4	-3	-4	-13	0	1	-5	-1
COc1ccc(/C=N/NC(=O)c2cc(C)on2)c2ccccc12	0	-1	3	10	-3	-7	23	10
O=C(CNC(=O)c1ccco1)NNC(=O)c1ccc(Br)cc1	-1	1	-2	-9	-1	6	5	0
COc1ccc(-c2nn(CC(=O)N(C)C)c(=O)c3ccccc23)cc1	-2	1	1	2	0	3	-31	4
COc1ccc(S(=O)(=O)NNC(=O)c2cc3ccccc3o2)cc1	-12	-5	-9	5	-5	-10	0	-10
CCCN(C(=O)CSc1nnc(-c2ccoc2C)n1N)C1CCS(=O)(=O)C1 (configuration not stated)	-4	1	15	8	4	9	-11	1
COc1cccc(/C=C/C(=O)Nc2ccc(OC)nc2)c1	-5	-22	-31	2	-15	-15	-14	-9
CC(/C=N/NC(=O)c1c(Br)cnn1C)=C\c1ccccc1	9	-28	-8	8	3	-9	-34	6
O=C/C(=C\Nc1ccc(Cl)cn1)c1nc2cc(Cl)ccc2o1	4	15	-6	6	-10	-9	-17	-3
Cc1ccc(NC(=O)CNC(=O)Cn2cnc3sc(C)c(C)c3c2=O)cc1F	-1	-4	2	-11	-4	7	6	-5
O=C(CSc1ccccn1)Nc1ccc(Br)cn1	2	-11	-13	2	-4	-2	-8	-4
O=C(NCc1cc([N+](=O)[O-])ccc1O)c1cccc(NS(=O)(=O)c2ccccc2)c1	0	-5	1	5	-5	-12	-5	-1
CN1CCN(Cc2nnc(-c3ccccc3)o2)CC1	-2	-15	5	0	10	6	13	0
CCC(=O)N(Cc1cccs1)C1CCOC(C)(C)C1 (configuration not stated)	3	-11	4	12	-1	-3	11	-7
O=C(COc1ccccc1)NCC(=O)NC1CCCCC1	-5	9	-13	-40	3	-5	11	-9
CCN(Cc1ccccc1)S(=O)(=O)c1ccc(C(=O)N(CCCN(C)C)c2nc3cc4c(cc3s2)OCCO4)cc1	1	32	-59	41*	-6	96*	-34	-5
CCOc1ccc(S(=O)(=O)N(CC(=O)NCc2ccncc2)c2ccc(C)cc2)cc1	3	-11	-10	1	6	7	9	2
CN(CC(=O)NCc1ccccn1)S(=O)(=O)c1ccc(Cl)cc1	-1	-35	5	-3	7	3	18	9
Cc1cccc(NC(=O)NC2CCCc3ccccc32)c1 (configuration not stated)	2	3	8	-379	-1	-9	-26	-2
COc1cc2c(cc1OC)CC(C(=O)NCc1ccccc1)NC2 (configuration not stated)	-1	-3	-7	6	15	6	5	-1
CNc1c([N+](=O)[O-])cnn1-c1ccc(F)cc1	-9	0	-2	-1	3	-8	2	-11
COc1ccc(OC)c(C2NC(=O)NC(C)=C2C(=O)OCc2ccccc2)c1 (configuration not stated)	-2	-2	7	-5	13	-4	-14	0

Of the compounds above, six have an aryl methoxy group:
SMILES	HKDC1 inh	Gli-Sufu antag	Jurkat NFkB inh	Apaf-1 inh	SENP8 block	UBC13 polyUb	697 NFkB inh	SENP7 inh
COc1ccc(/C=N/NC(=O)c2cc(C)on2)c2ccccc12	0	-1	3	10	-3	-7	23	10
COc1ccc(-c2nn(CC(=O)N(C)C)c(=O)c3ccccc23)cc1	-2	1	1	2	0	3	-31	4
COc1ccc(S(=O)(=O)NNC(=O)c2cc3ccccc3o2)cc1	-12	-5	-9	5	-5	-10	0	-10
COc1cccc(/C=C/C(=O)Nc2ccc(OC)nc2)c1	-5	-22	-31	2	-15	-15	-14	-9
COc1cc2c(cc1OC)CC(C(=O)NCc1ccccc1)NC2 (configuration not stated)	-1	-3	-7	6	15	6	5	-1
COc1ccc(OC)c(C2NC(=O)NC(C)=C2C(=O)OCc2ccccc2)c1 (configuration not stated)	-2	-2	7	-5	13	-4	-14	0

As a working copy, some entries already given:
SMILES	HKDC1 inh	Gli-Sufu antag	Jurkat NFkB inh	Apaf-1 inh	SENP8 block	UBC13 polyUb	697 NFkB inh	SENP7 inh
CNc1c([N+](=O)[O-])cnn1-c1ccc(F)cc1	-9	0	-2	-1	3	-8	2	-11
COc1ccc(OC)c(C2NC(=O)NC(C)=C2C(=O)OCc2ccccc2)c1 (configuration not stated)	-2	-2	7	-5	13	-4	-14	0

The listing continues:
SMILES	HKDC1 inh	Gli-Sufu antag	Jurkat NFkB inh	Apaf-1 inh	SENP8 block	UBC13 polyUb	697 NFkB inh	SENP7 inh
O=C(NCCC1=CCCCC1)c1cccc2c1C(=O)N(C1CCCCC1)C2	-3	4	-8	21	-5	6	-8	-2
S=c1[nH]nc(COc2ccccc2)n1/N=C/c1ccc(Cl)cc1Cl	2	28	-1	4	1	0	-19	3
Cc1ccc(-n2nc3c(c2NC(=O)c2c(F)cccc2Cl)CS(=O)(=O)C3)cc1C	-5	5	11	3	-1	8	-9	3
COc1cc(NS(=O)(=O)c2cn(C)cn2)cc(OC)c1OC	-3	-7	9	1	0	3	-2	-3
Cn1cnc2cc(NC(=O)COc3ccccc3)ccc21	1	20	-34	13	-9	4	4	-4
O=[N+]([O-])c1ccc(-n2cccn2)c(-c2nn[nH]n2)c1	-5	-5	16	-17	5	-4	12	2
CC(NC(=O)NC12CC3CC(CC(C3)C1)C2)c1ccc2c(c1)OCO2 (configuration not stated)	-2	1	-6	3	-14	-5	-6	-4
COC(=O)CSc1nc2[nH]ncc2c(=O)[nH]1	-3	-6	3	-6	-13	-19	5	-11
Cn1cnnc1SCCCN1C(=O)c2cccc3cccc(c23)C1=O	-2	0	-11	10	-6	-8	20	-8
CCC(C)NC(=O)CCc1nnc2ccc(N3CCC(C)CC3)nn12 (configuration not stated)	-3	x	-13	6	-7	-7	7	-5
CC(=O)Nc1ccc(Nc2c([N+](=O)[O-])cc(S(C)(=O)=O)cc2[N+](=O)[O-])cc1	-3	0	6	-1	-4	-44	-7	0
Cc1c(NC(=O)c2cc(-c3ccc(Cl)c(Cl)c3)on2)c(=O)n(-c2ccccc2)n1C	-3	7	-2	18	-6	-7	-4	-6
COCCN(C(=O)COC(=O)c1cccnc1Cl)c1c(N)n(Cc2ccccc2)c(=O)[nH]c1=O	-5	-8	17	-4	4	1	4	-2
Cn1c(=S)c2[nH]c(SCCN3CCCC3)nc2n(C)c1=O	-3	-6	0	-1	-6	-7	1	-11
COc1ccccc1NS(=O)(=O)c1ccc(-c2cnc(C3CC3)o2)cc1	0	2	48	11	-4	-6	-25	-16
CC(C)(C)CC(=O)NCc1cccs1	-8	-14	12	-6	4	2	15	-5
Cc1ccc(CNS(=O)(=O)c2ccc3c(c2)N(C)CCO3)cc1	3	0	11	1	0	4	-9	9
O=C1c2cccc3c(N4CCCCC4)ccc(c23)C(=O)N1CCO	19	-34	-63	15	-13	-122	-108	-9
Cc1onc(-c2ccc(Cl)cc2Cl)c1-c1csc(N/N=C/c2ccccc2)n1	2	-3	2	1	-4	-9	10	-7
C/C(=N/NC(=O)c1ccncc1)c1ccc2c(c1)OCO2	-2	0	17	-7	-1	-2	6	-4
COc1ccccc1N1CCN(c2ncnc3c2oc2ccccc23)CC1	6	3	30	33	-15	6	-111	-3
COc1ccc(C(=O)N2CCOC2CNC(=O)C(=O)NCc2ccc(F)cc2)cc1 (configuration not stated)	-6	24	7	-2	-4	1	16	-7
Nc1cc2c(cc1C(=O)c1ccccc1F)OCCO2	-3	9	4	-2	7	0	13	0
CC(NC(=S)Nc1ccc(F)cc1)C(c1cccs1)N1CCOCC1 (configuration not stated)	0	9	-1	0	0	5	13	12
Cc1ccc(NC(=O)CSc2nc(N)c3c4c(sc3n2)CSC(C)(C)C4)cc1	1	15	14	14	-11	-7	12	-10
More records follow:
SMILES	HKDC1 inh	Gli-Sufu antag	Jurkat NFkB inh	Apaf-1 inh	SENP8 block	UBC13 polyUb	697 NFkB inh	SENP7 inh
C[C@H](NC(=O)c1ccccc1Cl)C(=O)OC(C(=O)Nc1cc(C(F)(F)F)ccc1Cl)c1ccccc1 (some centres not stated)	3	-3	-23	25	-10	-15	9	-4
O=C(CCn1c(=O)[nH]c2ccsc2c1=O)NCCc1ccc(Cl)cc1	-4	-1	-13	8	-6	-6	-11	-9
O=C(NCc1ccco1)C(c1ccc(F)cc1)N(CC1CCCO1)C(=O)Cn1nnc2ccccc21 (configuration not stated)	-5	2	-4	-4	-6	4	10	2
N#CC(C#N)=c1ccc2c(c1)N1C3=C(CCCC3)CC3CCCCC31N=2 (configuration not stated)	39*	28	17	-9	25	-29	23	19
CCOC(=O)c1nnc(-c2ccccc2)nc1NCc1ccccc1	8	3	6	10	7	6	0	1
NC(=O)c1ccc(-c2ccc(Br)cc2)o1	5	-10	-10	13	0	-13	-36	2
CCCCC1CC1C(=O)Nc1ccc(OC)c(OC)c1 (configuration not stated)	-3	-1	-12	5	-11	-14	-23	-7
COCCCNC(=O)Cn1c(=O)n(CCCCCC(=O)NCc2ccc3c(c2)OCO3)c(=O)c2sccc21	-1	-1	10	-15	7	10	5	4
CC(C)(C)C(=O)NC(NC(=S)Nc1sc2c(c1C#N)CCCC2)C(Cl)(Cl)Cl (configuration not stated)	0	14	-9	10	-9	-5	-26	-7
CC(=O)Nc1ccc(OC(=O)Cc2ccc(Cl)cc2)cc1	5	5	-4	2	-15	4	3	1
CCN(CC(=O)N1CCC(C(N)=O)CC1)S(=O)(=O)c1ccc(Cl)cc1	-7	-2	-4	7	5	-4	-18	5
CC(C)CC(=O)Nc1ccc(C(=O)NNC(=S)NC(=O)C2CCCCC2)cc1	-25	-5	17	-6	-6	-13	12	-3
Nc1c(NCCC2=CCCCC2)c(=O)[nH]c(=O)n1Cc1ccccc1	4	1	2	4	2	-1	21	5
Cc1cc(C(=O)N2CCCC(C(=O)c3cccc(C(F)(F)F)c3)C2)n[nH]1 (configuration not stated)	-6	-1	0	9	9	0	-16	12
O=C(CN1C(=O)CSC1=O)N1CCc2ccccc2C1	6	2	10	19	-2	2	14	3
Cc1cc(-c2nnc(SCC(=O)c3ccc4c(c3)OCCO4)o2)no1	-10	-2	-4	14	-13	-7	6	-2
Cn1nccc1C(=O)Oc1ccc(/C=N/NC(=O)c2ccccc2O)cc1	5	24	6	-2	8	-3	-21	26
COc1cccc(/C=N/n2c(COc3ccccc3)n[nH]c2=S)c1O	10	6	-2	7	3	7	1	5
Cc1ccc(S(=O)(=O)CCC(=O)NCc2ccc(Cl)cc2)cc1	-8	1	-6	-3	-10	-6	0	0
Cc1ccc(CNC(=O)CN(C(=O)C2(C)CC(=O)N=C3C=CC=CN32)c2ccc(F)cc2)cc1 (configuration not stated)	-4	5	2	-6	4	13	1	-2
CCC(=O)/C=C1\Sc2ccc(OC)cc2N1CCO	-2	3	-13	1	1	-3	8	0
O=C(Oc1cccc2ccccc12)c1ccco1	-4	-1	8	2	17	-1	14	-4
C[C@]12c3[nH]c4ccccc4c3CCN1C(=O)C(CC(=O)NCC13CC4CC(CC(C4)C1)C3)C[C@@H]2C(=O)N1CCOCC1 (some centres not stated)	-3	0	1	14	-1	-3	-10	-8
CCCCn1c(N)c(N(CCC(C)C)C(=O)c2ccc3c(c2)OCCO3)c(=O)[nH]c1=O	-6	-4	9	0	12	0	8	3
Cc1nnc(SCC(=O)N/N=C/c2cn(-c3ccccc3)nc2-c2ccc(F)cc2)n1-c1ccccc1	-7	7	-14	17	-9	-23	-19	11
COc1cc2c(cc1NC(=O)COC(=O)C(CCSC)NC(=O)c1ccccc1Cl)oc1ccccc12 (configuration not stated)	-5	-17	-83	2	10	7	-78	-6
